Source: PubChem BioAssay
tim10-1 inh: growth inhibitors of tim10-1 mutant yeast, primary screen, luminescence, uHTS; 2.2% of 330,000 active; S. cerevisiae tim10-1 ts strain growth, BacTiter-Glo, 24 h; inhibition, % at 20 µM;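 active means inhibition of at least 40%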;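 further: mutant grown at 25 °C; 0% = DMSO wells with yeast and 100% = wells holding no yeast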
TIM10 inh: growth inhibitors of isogenic TIM10 control yeast, primary screen, counter-screen for tim10-1 yeast inhibitor project, luminescence, uHTS; inhibition, % at 10 µM; AID 463195, 2010; S. cerevisiae TIM10 strain growth, BacTiter-Glo luminescence, 24 h; 1.4% of 330,000 active;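 active means inhibition of 40% or more at the single tested concentration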;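 further: wild-type TIM10 isogenic control strain grown at permissive 25 °C; 0% = DMSO yeast wells and 100% = minimal medium wells without yeast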
Jurkat NFkB inh: inhibitors of induced NF-kB luciferase reporter, primary screen, TCR NF-kB activation inhibitor project, cell-based, luminescence, uHTS; Jurkat, PMA/ionomycin-induced NF-kB luciferase reporter; inhibition, % at 4 µM; 0.53% of 330,000 active; AID 435003, 2010; in the data active means inhibition above about 50%
697 NFkB inh: inhibitors of PMA/ionomycin-induced NF-kB reporter, 697 cells, primary screen, B-cell NF-kB inhibitor project, cell-based, luminescence, uHTS; 697 B-cell NF-kB luciferase reporter, 16 h; inhibition, % at 4 µM; 0.33% of 330,000 active; in the data active means inhibition above about 35%
UPR CHOP act: activators of apoptotic CHOP UPR arm, primary screen, cell-based, CHO-CHOP luciferase reporter, luminescence, uHTS | UPR activation; percent of tunicamycin response over DMSO baseline | activation, % at 10 µM | 0.34% of 330,000 active;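 active means at 10 µM dose, activation of 40% or more, normalized to positive control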;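 further: 100% = tunicamycin at 10 µg/mL and 0% = DMSO alone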
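Material: CHO-CHOP cells, stable luciferase reporter of PERK-eIF2a-CHOP signalling; quantity: 500 reporter cells seeded per well; buffer or medium: F12 medium containing 10% fetal bovine serum; compound: one dose, 10 µM in 0.5% DMSO; incubation: 6 h compound treatment, 37 °C; measured by: Steady-Glo luciferase luminescence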
UPR XBP1 act: activators of adaptive XBP1 UPR arm, primary screen, cell-based, CHO-XBP1 luciferase reporter, luminescence, uHTS. IRE1-XBP1 UPR activation; percent of tunicamycin response, DMSO as zero. activation, % at 20 µM. 0.33% of 330,000 active;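 active means versus positive control, 20 µM dose yields 30% or more activation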;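 further: 100% = tunicamycin at 10 µg/mL and 0% = DMSO only wells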
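Material: CHO-XBP1 cells stably carrying IRE1-XBP1-driven luciferase reporter / Amount: 1000 cells per well / Compound: 20 µM, 1% DMSO / Times: 6 h treatment, 37 °C / Detection: luciferase luminescence / Measure: % activation of reporter signal versus tunicamycin and DMSO controls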
tim23-1 inh: growth inhibitors of tim23-1 mutant yeast, primary screen, luminescence, uHTS; S. cerevisiae tim23-1 growth, BacTiter-Glo luminescence, 24 h; inhibition, % at 20 µM; 1.3% of 330,000 active; AID 463212, 2010;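 active means growth inhibition of the mutant yeast at or above 50%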;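 further: temperature-sensitive mutant grown at 25 °C; plate controls were DMSO-treated mutant yeast for no effect and medium wells lacking yeast for full effect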
Mdm2-MdmX inh: inhibitors of human Mdm2-MdmX association, primary screen, cell-based, luminescence, split luciferase, SaOS-2, uHTS | Protein Mdm4 (Homo sapiens) + E3 ubiquitin-protein ligase Mdm2 (Homo sapiens), … | SaOS-2 split-luciferase Mdm2/MdmX complementation | inhibition, % at 8 µM | 3% of 330,000 active | AID 485346, 2010;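 active means inhibition of at least 50% at 8 µM in the primary screen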
Target sequence (O15151 whole entry, looked up): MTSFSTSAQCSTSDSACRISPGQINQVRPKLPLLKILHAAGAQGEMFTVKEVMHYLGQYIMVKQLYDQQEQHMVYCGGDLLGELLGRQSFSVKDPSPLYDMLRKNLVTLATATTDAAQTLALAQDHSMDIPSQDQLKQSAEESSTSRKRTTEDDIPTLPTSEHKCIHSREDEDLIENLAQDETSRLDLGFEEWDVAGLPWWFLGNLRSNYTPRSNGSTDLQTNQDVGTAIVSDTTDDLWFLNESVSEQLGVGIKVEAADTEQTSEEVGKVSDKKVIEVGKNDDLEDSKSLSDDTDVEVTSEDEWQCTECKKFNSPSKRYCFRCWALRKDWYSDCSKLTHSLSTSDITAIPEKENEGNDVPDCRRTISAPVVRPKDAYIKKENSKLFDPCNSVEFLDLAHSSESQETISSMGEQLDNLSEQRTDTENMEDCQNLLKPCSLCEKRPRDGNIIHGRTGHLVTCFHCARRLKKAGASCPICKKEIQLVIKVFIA
Target sequence (Q00987 whole entry, looked up): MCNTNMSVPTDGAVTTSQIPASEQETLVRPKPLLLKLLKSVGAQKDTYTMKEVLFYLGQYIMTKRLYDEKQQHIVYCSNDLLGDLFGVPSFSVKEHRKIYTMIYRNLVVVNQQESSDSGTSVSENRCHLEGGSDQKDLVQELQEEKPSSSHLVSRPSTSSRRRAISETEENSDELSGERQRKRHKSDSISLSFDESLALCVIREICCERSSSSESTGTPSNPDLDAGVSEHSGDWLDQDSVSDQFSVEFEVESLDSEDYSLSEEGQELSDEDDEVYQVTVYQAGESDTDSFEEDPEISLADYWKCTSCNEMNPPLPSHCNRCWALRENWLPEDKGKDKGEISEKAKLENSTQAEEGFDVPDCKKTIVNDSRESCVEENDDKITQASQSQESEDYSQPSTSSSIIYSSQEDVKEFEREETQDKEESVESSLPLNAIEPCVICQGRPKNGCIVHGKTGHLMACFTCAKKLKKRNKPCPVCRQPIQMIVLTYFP
* = called active by the depositor. Compounds as they come; any-hit rate near 6.6%.

Start of the listing, in advance, four compounds:
`Cc1cc(C)n(C2CCCCC2OC(=O)CCc2ccccc2)n1` (stereo not drawn) gave tim10-1 inh 20, TIM10 inh 18, Jurkat NFkB inh 0, 697 NFkB inh 6, UPR CHOP act -1.0, UPR XBP1 act 3, tim23-1 inh 22 and Mdm2-MdmX inh -2.
Screening CCOC(=O)C1(CCOc2ccccc2)CCN(Cc2ccc(F)c(OC)c2)CC1 returned tim10-1 inh 17, TIM10 inh -3, Jurkat NFkB inh 17, 697 NFkB inh -24, UPR CHOP act -1.4, UPR XBP1 act -7, tim23-1 inh 6 and Mdm2-MdmX inh 32.
COc1ccccc1N1CCN(/N=C/C=C\c2ccccc2[N+](=O)[O-])CC1 was read as tim10-1 inh 22, TIM10 inh 6, Jurkat NFkB inh -6, 697 NFkB inh 4, UPR CHOP act 1.4, UPR XBP1 act 1, tim23-1 inh 15 and Mdm2-MdmX inh 13.
For CN(C(=O)c1ccncc1)c1ccccc1 the results were tim10-1 inh 2, TIM10 inh -15, Jurkat NFkB inh -14, 697 NFkB inh 10, UPR CHOP act -0.3, UPR XBP1 act -4, tim23-1 inh -7 and Mdm2-MdmX inh 5.

The whole of this part (from the top)
`Cc1cc(C)n(C2CCCCC2OC(=O)CCc2ccccc2)n1` (stereo not drawn) gave tim10-1 inh 20, TIM10 inh 18, Jurkat NFkB inh 0, 697 NFkB inh 6, UPR CHOP act -1.0, UPR XBP1 act 3, tim23-1 inh 22 and Mdm2-MdmX inh -2.
Screening CCOC(=O)C1(CCOc2ccccc2)CCN(Cc2ccc(F)c(OC)c2)CC1 returned tim10-1 inh 17, TIM10 inh -3, Jurkat NFkB inh 17, 697 NFkB inh -24, UPR CHOP act -1.4, UPR XBP1 act -7, tim23-1 inh 6 and Mdm2-MdmX inh 32.
COc1ccccc1N1CCN(/N=C/C=C\c2ccccc2[N+](=O)[O-])CC1 was read as tim10-1 inh 22, TIM10 inh 6, Jurkat NFkB inh -6, 697 NFkB inh 4, UPR CHOP act 1.4, UPR XBP1 act 1, tim23-1 inh 15 and Mdm2-MdmX inh 13.
For CN(C(=O)c1ccncc1)c1ccccc1 the results were tim10-1 inh 2, TIM10 inh -15, Jurkat NFkB inh -14, 697 NFkB inh 10, UPR CHOP act -0.3, UPR XBP1 act -4, tim23-1 inh -7 and Mdm2-MdmX inh 5.
Screening CCc1cccc(CC)c1NC(=O)CN1CCN(c2ccccc2)CC1 returned tim10-1 inh 25, TIM10 inh 12, Jurkat NFkB inh 4, 697 NFkB inh 10, UPR CHOP act 1.5, UPR XBP1 act -2, tim23-1 inh 17 and Mdm2-MdmX inh -1.
For CC(=O)N1CCC[C@H]1C(=O)O the results were tim10-1 inh 9, TIM10 inh -11, Jurkat NFkB inh 11, 697 NFkB inh 15, UPR CHOP act 0.5, UPR XBP1 act -2, tim23-1 inh 5 and Mdm2-MdmX inh 11.
For CC1C(=O)CC(c2ccccc2)NC1c1ccccc1 (stereo not drawn) the results were tim10-1 inh -20, TIM10 inh -9, Jurkat NFkB inh 2, 697 NFkB inh -4, UPR CHOP act 0.9, UPR XBP1 act -2, tim23-1 inh -6 and Mdm2-MdmX inh 5.
`CN1CCN(S(=O)(=O)c2ccc3c(c2)NC(=O)C2CCCN32)CC1` (stereo not drawn) gave tim10-1 inh 3, TIM10 inh 1, Jurkat NFkB inh 12, 697 NFkB inh -2, UPR CHOP act -0.6, UPR XBP1 act 1, tim23-1 inh -3 and Mdm2-MdmX inh 28.
Cc1ccc(C(=O)OC2CCCN(C)C2)cc1 (stereo not drawn) was read as tim10-1 inh 6, TIM10 inh 4, Jurkat NFkB inh -4, 697 NFkB inh -6, UPR CHOP act -2.9, UPR XBP1 act -2, tim23-1 inh -3 and Mdm2-MdmX inh 3.
For Cc1nc(SCCOc2ccc(F)cc2)c2ccccc2n1 the results were tim10-1 inh 18, TIM10 inh -15, Jurkat NFkB inh -2, 697 NFkB inh 6, UPR CHOP act 2.5, UPR XBP1 act 0, tim23-1 inh 6 and Mdm2-MdmX inh 7.
For CC(=O)Cn1nnc(-c2ccc(C(F)(F)F)cc2)n1 the results were tim10-1 inh 15, TIM10 inh 3, Jurkat NFkB inh -13, 697 NFkB inh -10, UPR CHOP act 3.4, UPR XBP1 act 1, tim23-1 inh 12 and Mdm2-MdmX inh -9.
COc1ccc(/C=N/N2CCOCC2)cc1Cn1cc([N+](=O)[O-])cn1 was read as tim10-1 inh 9, TIM10 inh 9, Jurkat NFkB inh -16, 697 NFkB inh -5, UPR CHOP act 1.4, UPR XBP1 act -2, tim23-1 inh 15 and Mdm2-MdmX inh 12.
Screening COc1ccc(OCC(O)CON2C(=O)c3ccccc3C2=O)cc1 (stereo not drawn) returned tim10-1 inh 9, TIM10 inh -4, Jurkat NFkB inh -5, 697 NFkB inh -17, UPR CHOP act 0.1, UPR XBP1 act 1, tim23-1 inh 17 and Mdm2-MdmX inh 28.
For Cc1onc(-c2ccccc2)c1C(=O)c1c[nH]c(C(=O)NCc2ccncc2)c1 the results were tim10-1 inh 1, TIM10 inh 7, Jurkat NFkB inh 14, 697 NFkB inh 3, UPR CHOP act -0.1, UPR XBP1 act -2, tim23-1 inh 5 and Mdm2-MdmX inh -3.
Screening CC(C)CN(CC(C)C)S(=O)(=O)N1CCC(C(=O)NC2CCCCCCC2)CC1 returned tim10-1 inh 0, TIM10 inh 13, Jurkat NFkB inh 1, 697 NFkB inh -18, UPR CHOP act -0.5, UPR XBP1 act -2, tim23-1 inh 1 and Mdm2-MdmX inh 31.
CN(CCCNC(=O)CSc1cc(=O)n(C)c2ccc(Cl)cc12)Cc1ccccc1 was read as tim10-1 inh 10, TIM10 inh 8, Jurkat NFkB inh -21, 697 NFkB inh -21, UPR CHOP act 0.1, UPR XBP1 act 0, tim23-1 inh 17 and Mdm2-MdmX inh 22.
`S=C(NCCCn1ccnc1)Nc1ccc(Cl)cc1Cl` gave tim10-1 inh -2, TIM10 inh -2, Jurkat NFkB inh 5, 697 NFkB inh 12, UPR CHOP act -1.6, UPR XBP1 act -1, tim23-1 inh -2 and Mdm2-MdmX inh -4.
Screening CN(C(=O)c1ccc(OC2CCN(Cc3ccccn3)CC2)cc1)C1CCCCC1 returned tim10-1 inh 3, TIM10 inh -12, Jurkat NFkB inh 8, 697 NFkB inh -1, UPR CHOP act 4.8, UPR XBP1 act 0, tim23-1 inh 5 and Mdm2-MdmX inh 7.
`S=C(Nc1cc(Cl)cc(Cl)c1)NC1CCN(Cc2ccccc2)CC1` gave tim10-1 inh 12, TIM10 inh 16, Jurkat NFkB inh 7, 697 NFkB inh 21, UPR CHOP act 2.1, UPR XBP1 act -3, tim23-1 inh 7 and Mdm2-MdmX inh 95*.
`CCCCOc1ccc(/C=N/NC(=O)C2CCCNC2=O)cc1` (stereo not drawn) gave tim10-1 inh -7, TIM10 inh -3, Jurkat NFkB inh -15, 697 NFkB inh -29, UPR CHOP act 0.1, UPR XBP1 act 3, tim23-1 inh -4 and Mdm2-MdmX inh 6.
Cn1c(=O)c2c(ncn2CC(=O)OCC(=O)Nc2cc(Cl)ccc2C#N)n(C)c1=O was read as tim10-1 inh -7, TIM10 inh -2, Jurkat NFkB inh -1, 697 NFkB inh 1, UPR CHOP act -0.9, UPR XBP1 act -3, tim23-1 inh -18 and Mdm2-MdmX inh -3.
For CCOC(=O)C1CCN(CCCSc2ccc(Cl)cc2)CC1 the results were tim10-1 inh -24, TIM10 inh -41, Jurkat NFkB inh 1, 697 NFkB inh -6, UPR CHOP act 0.4, UPR XBP1 act -4, tim23-1 inh 4 and Mdm2-MdmX inh 18.
`COc1ccc(NS(=O)(=O)c2cc(S(C)(=O)=O)ccc2C)cc1` gave tim10-1 inh -1, TIM10 inh -1, Jurkat NFkB inh -10, 697 NFkB inh -3, UPR CHOP act 0.2, UPR XBP1 act -3, tim23-1 inh 2 and Mdm2-MdmX inh 8.
O=C(NC1CC1)c1ccc(CSCc2ccccc2Cl)o1 was read as tim10-1 inh 19, TIM10 inh -16, Jurkat NFkB inh -4, 697 NFkB inh 9, UPR CHOP act 2.8, UPR XBP1 act 3, tim23-1 inh 22 and Mdm2-MdmX inh -9.
`CCCn1c(=O)n(C)c(=O)c2c(SCC(=O)NC34CC5CC(CC(C5)C3)C4)nc(CC(C)C)nc21` gave tim10-1 inh 16, TIM10 inh 11, Jurkat NFkB inh -7, 697 NFkB inh -40, UPR CHOP act 1.1, UPR XBP1 act 8, tim23-1 inh 7 and Mdm2-MdmX inh -10.
Screening O=C(O)c1cc2ncc(-c3[nH]ncc3[N+](=O)[O-])cn2n1 returned tim10-1 inh -17, TIM10 inh -8, Jurkat NFkB inh -2, 697 NFkB inh 8, UPR CHOP act 0.7, UPR XBP1 act -6, tim23-1 inh 11 and Mdm2-MdmX inh 12.
For N#CC1(NC(=O)COc2ccc3oc4ccccc4c3c2)CCCCC1 the results were tim10-1 inh 12, TIM10 inh 12, Jurkat NFkB inh 4, 697 NFkB inh 15, UPR CHOP act 3.2, UPR XBP1 act -2, tim23-1 inh 9 and Mdm2-MdmX inh 7.
`CC1NC(=S)N(C2CCCCC2)C1=O` (stereo not drawn) gave tim10-1 inh 6, TIM10 inh 6, Jurkat NFkB inh -3, 697 NFkB inh 5, UPR CHOP act -2.4, UPR XBP1 act -2, tim23-1 inh 16 and Mdm2-MdmX inh -33.
CC(=O)Nc1ccc(OCc2ccc3c(c2)OCO3)cc1 was read as tim10-1 inh -10, TIM10 inh 1, Jurkat NFkB inh -69, 697 NFkB inh -108, UPR CHOP act 5.8, UPR XBP1 act -5, tim23-1 inh 0 and Mdm2-MdmX inh -76.
CCCOC(=O)c1ccc(NC(=O)C2C3C=CC(O3)C2C(=O)O)cc1 (stereo not drawn) was read as tim10-1 inh 10, TIM10 inh 8, Jurkat NFkB inh 4, 697 NFkB inh 4, UPR CHOP act -0.3, UPR XBP1 act -1, tim23-1 inh 8 and Mdm2-MdmX inh 7.
For COc1ccc(N(C(=O)c2snc(C(N)=O)c2N)C(C(=O)NC2CCCC2)c2ccc(C)o2)c(OC)c1 (stereo not drawn) the results were tim10-1 inh 11, TIM10 inh 18, Jurkat NFkB inh 13, 697 NFkB inh 19, UPR CHOP act -0.1, UPR XBP1 act -3, tim23-1 inh 11 and Mdm2-MdmX inh 9.
CSc1ncccc1C(=O)N1CCCC(C(=O)c2cc(F)ccc2F)C1 (stereo not drawn) was read as tim10-1 inh -2, TIM10 inh 6, Jurkat NFkB inh 4, 697 NFkB inh 22, UPR CHOP act -0.4, UPR XBP1 act 2, tim23-1 inh 13 and Mdm2-MdmX inh 17.
`CC(NC(=O)c1cccs1)C(c1cccs1)N1CCOCC1` (stereo not drawn) gave tim10-1 inh 8, TIM10 inh 8, Jurkat NFkB inh -8, 697 NFkB inh 10, UPR CHOP act 0.1, UPR XBP1 act 1, tim23-1 inh 19 and Mdm2-MdmX inh -2.
Screening CC(C)COc1ccc(C(=O)Nc2ccc([N+](=O)[O-])cc2)cc1 returned tim10-1 inh 6, TIM10 inh -26, Jurkat NFkB inh -45, 697 NFkB inh -19, UPR CHOP act 2.0, UPR XBP1 act 2, tim23-1 inh 8 and Mdm2-MdmX inh -3.
`CN1CCC(NC(=O)Nc2cccc(C(F)(F)F)c2)CC1` gave tim10-1 inh -18, TIM10 inh -15, Jurkat NFkB inh -13, 697 NFkB inh 15, UPR CHOP act -0.2, UPR XBP1 act -2, tim23-1 inh 5 and Mdm2-MdmX inh -18.
